High-throughput results: PubChem, several laboratories
NR1D1 modulator = modulators of human Rev-erb alpha DNA binding; AID 1259318; 370,000 tested, 0.79% active; Rev-erbα–FITC-DNA binding, fluorescence polarization, 90 min; activity, % at 10 µM; P20393;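 active means activity above about 14%, limit read from the data; passing the limit was not always enough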;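 further: 0% = DMSO wells with 35 nM protein and 100% = DMSO wells with 750 nM protein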
HTRA1 inh = inhibitors of human serine peptidase HTRA1. Q92743. recombinant HTRA1, FP-rhodamine activity-based probe, fluorescence polarization. inhibition, % at 5.96 µM. 340,000 tested, 0.5% active; in the data active means inhibition above about 36%;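 further: 0% = enzyme with DMSO and 100% = wells lacking enzyme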
Target sequence (Q92743 whole entry, looked up): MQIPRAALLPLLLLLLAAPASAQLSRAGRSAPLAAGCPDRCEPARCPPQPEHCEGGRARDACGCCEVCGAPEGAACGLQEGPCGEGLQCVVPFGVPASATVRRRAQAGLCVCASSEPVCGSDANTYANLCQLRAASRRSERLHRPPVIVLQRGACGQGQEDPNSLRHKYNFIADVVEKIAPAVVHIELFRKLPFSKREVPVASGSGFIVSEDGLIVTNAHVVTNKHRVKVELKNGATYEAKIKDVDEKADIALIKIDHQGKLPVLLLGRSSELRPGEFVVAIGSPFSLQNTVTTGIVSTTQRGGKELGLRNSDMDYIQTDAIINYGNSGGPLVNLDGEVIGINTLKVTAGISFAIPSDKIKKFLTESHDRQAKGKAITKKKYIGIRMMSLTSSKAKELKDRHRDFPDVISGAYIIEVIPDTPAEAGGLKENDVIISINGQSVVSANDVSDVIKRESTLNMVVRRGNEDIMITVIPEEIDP
PG9 Ab binder = binds the HIV-1 gp120 antibody PG9 | TR-FRET gp120-PG9 antibody binding | inhibition, % at 6.7 µM | 360,000 tested, 0.43% active | AID 624416; in the data active means inhibition above about 8.5%
SMARCA2 act = activators of SMARCA2 function | MG213 cells, MMTV-luciferase reporter, dexamethasone, overnight | activation, % at 9.1 µM | 370,000 tested, 1% active | AID 652017; in the data active means activation above about 7.8%;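 further: 0% = vehicle wells and 100% = reference activator wells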
GC-B act = GC-B (human) receptor activation; P20594; HEK293-GC-B cells, CNP EC30, cGMP TR-FRET; 0% at EC30 CNP, 100% saturating CNP; activation, % at 10 µM; 370,000 tested, 0.11% active; AID 1920062;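 active means activation at 10 µM reaching about 35% in either raw or pattern-adjusted values, limit read from the data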
rCAG binder = molecules binding r(CAG) RNA repeats. r(CAG) RNA repeat, TO-PRO-1 dye displacement fluorescence. inhibition, % at 3 µM. 370,000 tested, 1.3% active. AID 651821;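 active means inhibition above the plate cutoff, the mean of all test compounds on that plate plus 3 SD, cut at about 35% in these data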;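 further: 0% = DMSO alone and 100% = 100 µM mitoxantrone as full dye displacement; higher means more dye released from RNA so lower well fluorescence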
ASAP1 GAP inh = inhibitors of human ASAP1 ArfGAP activity; Q9ULH1; ASAP1-stimulated ARF1 GTP hydrolysis, GDP FP detection; inhibition, % at 16.5 µM; 360,000 tested, 0.19% active; AID 624377; in the data active means inhibition above about 25%;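 further: 0% = vehicle with enzyme and substrate and 100% = no enzyme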
mABHD4 FP = ABHD4 (mouse) inhibition, primary FP screen; purified mABHD4, FP-Rh probe fluorescence polarization; inhibition, % at 8.92 µM; 370,000 tested, 0.54% active; AID 720543; Q8VD66;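 active means inhibition exceeding the mean over every tested compound plus 3 SD, cut at about 30% in these data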;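 further: 0% = plate median of compound wells and 100% = S159A mutant with DMSO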
Target sequence (Q8VD66 whole entry, looked up): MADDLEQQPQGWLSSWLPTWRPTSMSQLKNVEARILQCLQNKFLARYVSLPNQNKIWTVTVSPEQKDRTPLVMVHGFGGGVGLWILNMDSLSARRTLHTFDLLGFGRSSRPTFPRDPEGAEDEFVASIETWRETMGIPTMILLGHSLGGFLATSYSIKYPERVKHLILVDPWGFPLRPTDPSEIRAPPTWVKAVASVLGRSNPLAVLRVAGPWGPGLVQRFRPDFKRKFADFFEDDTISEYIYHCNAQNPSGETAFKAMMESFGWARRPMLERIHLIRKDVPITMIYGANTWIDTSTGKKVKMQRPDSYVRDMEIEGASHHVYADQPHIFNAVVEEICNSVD
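Test system: mouse ABHD4 enzyme, wild type. Reagent: FP-Rh fluorescent activity-based probe, added after compound pre-incubation. Timing: pre-incubation 45 min, probe exposure 60 min, at 25 °C. Technique: FP readout, ex 525 nm / em 598 nm. Benchmarks: high control S159A mutant with DMSO, low control median of compound wells.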
GC-A act = GC-A (human) enzyme activation. P16066. HEK293 GC-A cells, cGMP TR-FRET, EC30 ANP; 0% at EC30 ANP, 100% saturating ANP. activation, % at 10 µM. 370,000 tested, 0.14% active; in the data active means activation above about 40%
ARFGAP1 inhibitor = inhibitors of rat ARFGAP1. Arfgap1-stimulated ARF1 GTP hydrolysis, GDP FP detection. 360,000 tested, 0.26% active. inhibition, % at 16.5 µM;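 active means inhibition above a per-plate limit, mean inhibition of low control wells plus 3 SD, cut at about 25% in these data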;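 further: 0% = DMSO wells with enzyme and 100% = wells lacking Arfgap1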
Target sequence (Q62848 1-136 limits assumed): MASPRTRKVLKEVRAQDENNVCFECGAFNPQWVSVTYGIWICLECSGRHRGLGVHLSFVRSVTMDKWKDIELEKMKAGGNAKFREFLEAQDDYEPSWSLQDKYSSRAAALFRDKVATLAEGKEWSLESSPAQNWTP
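Replicates: Single well per compound | Assay system: Truncated rat Arfgap1 GAP domain | Control set: No-Arfgap1 wells (100%) versus DMSO full-reaction wells (0%) | Times: Enzyme reaction 120 min at 25 °C after 20 min preincubation | Reagent: Human ARF1(Δ1-17)-GTP substrate | Measured by: Tracer-displacement fluorescence polarization with EDTA stop, 620/688 nm | Measure: Percent inhibition of Arfgap1-stimulated GTP hydrolysis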
* hit, by the source's call; . = not tested or not shown.

SMILES	NR1D1 modulator	HTRA1 inh	PG9 Ab binder	SMARCA2 act	GC-B act	rCAG binder	ASAP1 GAP inh	mABHD4 FP	GC-A act	ARFGAP1 inhibitor
COc1ccccc1CN1Cc2ccccc2Oc2ccccc2S1(=O)=O	4	.	-0.1	-1	0	3	-12	-17	-4	2
Cc1cnc(NC(=O)c2ccc(-c3ccc([N+](=O)[O-])cc3)o2)s1	4	-7	-0.9	0	-3	6	3	17	0	-9
O=S1(=O)c2c(NCc3ccco3)cccc2Oc2ccccc2CN1Cc1cn(Cc2ccc(F)cc2)nn1	7	.	.	1	3	10	.	-6	-1	.
Cc1nnc(SCC(=O)N2N=C(c3ccc(Cl)cc3)CC2c2ccco2)[nH]c1=O (stereo unspecified)	-5	-3	-0.1	1	0	30	7	-1	2	2
CCOCCn1c(SCc2ccccc2)nc2c1c(=O)[nH]c(=O)n2C	-1	-5	0.3	-1	0	0	1	-5	-2	-2
COC(=O)Cn1cc(/C=C/[N+](=O)[O-])c2ccccc21	1	-5	-2.1	1	-3	6	3	2	0	8
CCN1/C(=c2/s/c(=C3/C(=O)N(c4ccccc4)N=C3C)n(CC)c2=O)C=Cc2ccccc21	17	1	-0.6	0	-1	-1	1	3	-1	-2
CC(=O)Nc1ccccc1OCC(=O)NC(C)c1ccc(F)cc1 (stereo unspecified)	1	1	0.4	-3	6	-4	-3	-6	2	13
COc1cc(S(=O)(=O)NC2CCCCC2)ccc1F	-3	-3	-0.6	-1	0	0	0	-9	-7	-6
COCCCN1C(=O)c2ccc(C(=O)NCc3ccccn3)cc2C1=O	3	0	-0.1	-2	2	-3	-3	3	1	-5
COc1cc(S(=O)(=O)NC2CCCC2)c(OC)cc1C	6	2	-2.1	8	-6	-3	-7	-3	-9	-8
Cc1[nH]nc(SCC(=O)Nc2cccc(O)c2)c1[N+](=O)[O-]	-5	-4	-1.1	3	-2	4	0	-1	-3	6
COc1ccc(CC(=O)N2CCN(c3ccccn3)CC2)cc1OC	1	5	1.0	-4	1	1	2	0	4	11
Cc1ccc(OCCC(=O)OCC(=O)N2CCN(S(=O)(=O)c3ccc(Cl)cc3)CC2)cc1	-5	3	0.5	2	-3	-3	10	-7	-1	1
COc1cc(CN(C)Cc2cccc3ccccc23)cc([N+](=O)[O-])c1O	1	11	-3.3	0	1	7	-23	9	-4	2
O=C(NNC1CC(=O)N(c2ccc(Cl)cc2)C1=O)c1ccco1 (stereo unspecified)	5	3	1.0	-1	1	3	-6	1	-2	0
CCCCN(CC)C(=O)Cn1ncc2c3ccccc3n(CCC)c2c1=O	0	-10	-0.1	1	8	-10	10	3	-1	19
COc1cc(OC)cc(C(=O)NNC(=O)c2cc3ccccc3cc2O)c1	0	9	-1.1	-3	0	30	15	-8	-3	-8
Cc1oc(S(=O)(=O)N2CCCCC2)cc1NC(=O)Nc1ccc(F)cc1	-1	-11	0.1	-4	1	3	-4	-10	7	7
O=C(N/C(=C\c1ccc(Br)cc1)C(=O)N1CCOCC1)c1ccc(Br)o1	-6	14	0.0	-1	-3	-5	4	-2	-11	-15
CSc1nc2sc3c(c2c(=O)[nH]1)CCC3	-3	1	0.1	-2	-6	3	-2	2	0	4
COc1cc(C(=O)N=c2sc3ccccc3n2C)cc(OC)c1OC	-3	-11	0.7	-2	3	0	0	-6	6	-1
CCS(=O)(=O)c1ccc(O)c(NC(=O)COc2ccccc2)c1	-5	2	-2.5	-1	-3	5	1	-2	-1	-9
O=C1CN(C(=O)COC(=O)[C@@H]2CC(O)CN2S(=O)(=O)c2ccc(Cl)cc2)c2ccccc2N1 (stereo partly specified)	-1	-4	-1.8	-2	2	2	6	2	0	3
O=C(COc1ccc(F)c(Cl)c1)N1CCCCCCC1	-5	1	-1.2	0	4	1	-5	-7	3	2
O=C1c2ccccc2C(=O)N1CCCON1C(=O)c2ccccc2C1=O	1	2	-1.6	-2	0	-1	4	-1	-2	-1
Cc1nn(C)c(C)c1CNC(=O)Nc1cccc(Cl)c1C	3	4	-0.7	-2	-2	-2	7	-4	-3	7
O=C1CS/C(=N/N=C/c2ccco2)N1Cc1ccc(F)cc1	-6	.	2.4	-4	-4	4	-3	-3	6	-14
CCOc1ccc(C(=O)NCC(=O)N2CCCCCCC2)cc1OCC	6	-2	0.6	-3	1	-5	3	0	1	11
Brc1ccccc1C1=Nn2c(nnc2-c2ccccc2)SC1	1	-10	-2.7	-3	-3	-6	3	0	-3	-2
O=c1ccnc(Nc2ccc3c(c2)OCCO3)[nH]1	2	.	1.9	-2	-1	-1	-5	1	-3	4
Nn1c(SCC(=O)NC(=O)NCc2ccccc2)nnc1C1CC1	3	3	0.7	-1	-1	-1	-2	-5	2	-2
O=S(=O)(c1ccccc1)C(Br)S(=O)(=O)c1ccccc1	-2	-5	-0.7	-3	5	2	-3	0	-1	-6
O=C(NCc1ccccn1)C(C(=O)c1ccc(F)cc1)n1ccccc1=O (stereo unspecified)	2	-2	1.7	0	1	0	11	-11	3	7
Fc1ccc(N2CCN(Cc3nnc(-c4ccccc4)o3)CC2)cc1	-6	0	-2.1	-2	3	-8	-2	-2	2	4
O=C(Nc1ccc(Br)cc1)c1cccnc1N1CCCCC1	1	-9	2.2	-3	-11	-4	13	-3	-1	-2
COc1nc(NC(C)C)nc(N(C#N)CN2C(=O)c3ccccc3S2(=O)=O)n1	-3	-11	0.2	0	4	-6	-8	0	5	-4
COc1ccc(-c2oc3ncn4nc(COc5ccccc5)nc4c3c2-c2ccc(OC)cc2)cc1	-2	2	-12	-1	4	1	-6	0	-4	-10
COc1ccc(/C=C(\C#N)C(=O)Nc2cccc(C)n2)cc1	1	2	0.1	-2	-5	1	-10	10	-1	3
CCCCN1C2=C(C(=O)CCC2)C(c2ccc(Cl)c(Cl)c2)C2=C1c1ccccc1C2=O (stereo unspecified)	4	14	-1.4	0	4	6	0	17	5	10
Cn1c(=O)c2c(nc(CN3CCC(Cc4ccccc4)CC3)n2CCN2CCOCC2)n(C)c1=O	2	3	2.6	-2	1	-2	7	-4	-7	3
Cc1nn(-c2ccccc2)nc1C(=O)OCC(=O)N1CCC(C)CC1	2	-3	2.4	0	-5	2	-3	3	0	7
Nc1ncnc2c1ncn2[C@@H]1O[C@H](C(=O)NS(=O)(=O)c2ccccc2[N+](=O)[O-])[C@@H](O)[C@H]1O	-1	.	0.7	-2	-4	2	-2	-10	2	5
COc1ccc(N2CCN(C(=O)C3COc4ccccc4O3)CC2)cc1 (stereo unspecified)	-2	3	1.4	-6	0	-7	3	6	-3	-11
O=C(O)/C=C/C(=O)Nc1ccc(S(=O)(=O)N2CCCC2)cc1	-3	-7	-0.3	-4	1	4	-5	-3	2	9
CN1C(=O)/C(=C\c2ccc(-c3ccccc3)o2)SC1=S	-1	3	-1.1	-1	-2	4	7	-5	7	6
Cc1ccc(S(=O)(=O)N2CCN(C(=O)NCc3ccc(C(=O)O)cc3)CC2)cc1	2	-8	-0.3	-2	7	2	-2	-3	7	2
Cc1ccc(S(=O)(=O)CCC(=O)Nc2ccc3c(c2)OCO3)cc1	-1	0	-0.1	-3	2	-5	6	9	7	3
COCCn1nnnc1CN1CCC(NC(=O)Nc2cccc(OC)c2)CC1	7	2	0.7	-5	1	2	8	7	-1	10
NC(=O)c1ccc(NC(=O)CN2CCN(C(=O)c3ccco3)CC2)cc1	-1	0	-1.4	-1	1	3	0	9	-3	-2

(further entries)
SMILES	NR1D1 modulator	HTRA1 inh	PG9 Ab binder	SMARCA2 act	GC-B act	rCAG binder	ASAP1 GAP inh	mABHD4 FP	GC-A act	ARFGAP1 inhibitor
Cc1ccc(C#CC(C)(O)C(C)(C)C)cn1 (stereo unspecified)	6	3	-1.9	3	4	-4	-1	4	-3	6
COc1ccc(CN2C(=O)c3cccnc3C2=O)cc1S(=O)(=O)N(C)c1cccc(C)c1	2	0	-1.2	-2	0	0	11	6	-1	-5
CCN(CC)S(=O)(=O)c1cccc(NC(=O)COc2ccc(F)cc2Br)c1	1	-34	0.4	-1	4	0	-10	-10	5	8
Cc1ccc(NC(=O)CC(=O)Nc2ccc(C)cc2)cc1	1	-5	0.2	5	3	0	5	2	3	-11
O=C(O)CCSC(=S)N1CCOCC1	-1	7	-1.7	4	-4	0	3	4	3	13
CCN(CC)CCCn1c(=S)[nH]c2ccc(Cl)cc2c1=O	-1	-5	0.0	1	5	-1	-11	6	0	2
COc1ccc(CCNC(=O)C/C(C)=N/NC(=O)C23CC4CC(CC(C4)C2)C3)cc1OC	-1	-5	1.1	2	4	4	-1	1	2	-1
Cc1n[nH]c(C)c1C(=O)CC1(O)C(=O)N(Cc2ccccc2)c2ccc(Br)cc21 (stereo unspecified)	-3	-12	-1.7	2	-24	-2	0	-2	-38	5
CCN(CC)CCN1C(=O)C2C3c4ccccc4C(c4ccccc43)C2C1=O (stereo unspecified)	0	0	-0.4	-1	-2	-11	3	1	-9	10
CSc1ccc(CN2CCC(Oc3cccc(C(=O)N4CCCC4)c3)CC2)cc1	-1	2	-3.8	-3	-2	-10	-6	-3	-5	1
Nc1ccc(-n2nc3ccccc3n2)cc1	-6	7	1.4	-6	-2	0	13	-4	10	1
Cc1ccc(S(=O)(=O)N2[C@@H](c3ccc(C(C)(C)C)cc3)C(C(=O)O)=CC[C@H]2c2cccc(Cl)c2)cc1	-7	-119	-2.4	-4	1	88*	-3	-3	-6	-5
Cc1ccc(N(CC(=O)O)S(=O)(=O)c2cccc3nonc23)cc1	0	-3	0.7	-1	0	21	3	-2	-5	0
O=C(CCc1ccccc1)N[C@H]1/C(=N/O)CCC[C@]12C(=O)N(Cc1ccccc1)c1ccccc12	0	.	.	-3	-17	7	.	-7	-16	.
CCC(=O)Nc1ccc(Cl)c(NC(=S)NC(=O)COc2ccc(Cl)cc2)c1	-2	-2	0.3	0	-3	2	-9	2	-2	17
CC1(c2ccc(C#N)cc2)NC(=O)N(CC(=O)Nc2cc(S(=O)(=O)N3CCOCC3)ccc2Cl)C1=O (stereo unspecified)	-3	6	0.2	-3	-5	10	-8	0	-2	9

Quoted at random: 5 entries already listed, in no set order.
SMILES	NR1D1 modulator	HTRA1 inh	PG9 Ab binder	SMARCA2 act	GC-B act	rCAG binder	ASAP1 GAP inh	mABHD4 FP	GC-A act	ARFGAP1 inhibitor
Nc1ccc(-n2nc3ccccc3n2)cc1	-6	7	1.4	-6	-2	0	13	-4	10	1
O=C(CCc1ccccc1)N[C@H]1/C(=N/O)CCC[C@]12C(=O)N(Cc1ccccc1)c1ccccc12	0	.	.	-3	-17	7	.	-7	-16	.
Cc1ccc(S(=O)(=O)N2[C@@H](c3ccc(C(C)(C)C)cc3)C(C(=O)O)=CC[C@H]2c2cccc(Cl)c2)cc1	-7	-119	-2.4	-4	1	88*	-3	-3	-6	-5
Cc1ccc(N(CC(=O)O)S(=O)(=O)c2cccc3nonc23)cc1	0	-3	0.7	-1	0	21	3	-2	-5	0
CC1(c2ccc(C#N)cc2)NC(=O)N(CC(=O)Nc2cc(S(=O)(=O)N3CCOCC3)ccc2Cl)C1=O (stereo unspecified)	-3	6	0.2	-3	-5	10	-8	0	-2	9
